Yfh1-off respiration: mitochondrial function rescue without frataxin homolog – Friedreich's ataxia, plus single-dose screen, dose response (AID 1465) | S. cerevisiae Yfh1-off respiration, WST-1 reduction, 72 h; higher fold induction means a stronger effect | one-dose fold induction at 50 µM; EC50 in µM for titrated hits | actives 0.074% (n = 220,000);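 active = fold induction of absorbance versus untreated yeast above a set limit, then at least 30% activation at any dose in follow-up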;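 also: activators that raise dye reduction in frataxin-depleted yeast; strong numbers were not always called active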
HEK293 NOD2/NF-kB: NOD2 signaling inhibitors, cell-based, luminescence, uHTS, HEK293 (AID 1566); HEK293 NOD2/NF-kB luciferase reporter, luminescence; higher % means a stronger effect; inhibition, % at 4 µM; hits with a dose series show EC50 in µM; actives 0.63% (n = 290,000); in the data active = inhibition above about 50%; also: many of its hits are not listed in these tables
Autophagy HCS: alters autophagy in cells. MEF GFP-LC3 puncta imaging; test concentration mostly 10 µM. calls only at 10 µM (by protocol). actives 0.98% (n = 190,000). AID 463193;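 active = percentage of spot-positive cells more than 3 SD above its plate mean, without a fluorescence outlier flag or 80% toxicity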;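 also: spot-positive cell cutoff set from DMSO-treated cells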
Ins promoter up: MIN6 insulin promoter up-regulation | AID 1625 | actives 0.3% (n = 190,000) | z-score at 5 µM | MIN6 insulin promoter-GFP reporter, high-content imaging; stronger effect = higher value;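 active = z-score above 3 at 5 µM with at least 500 cells counted in the well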
P. falciparum M17LAP: P. falciparum M17LAP inhibitors, primary screen, biochemical, fluorogenic H-Leu-NHMec substrate, 1536-well (AID 1619). recombinant M17LAP, H-Leu-NHMec fluorogenic kinetic assay; higher % means a stronger effect. inhibition, % at 30 µM; hits with a dose series show IC50 in µM. actives 0.38% (n = 220,000);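 active = compound inhibiting the enzyme by more than half at any dose during confirmatory dose-response retesting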;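 also: plate controls were full reaction with DMSO carrier for no effect and no enzyme background for full effect; strong numbers were not always called active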
Dynein cargo inh: dynein cargo transport inhibition; 3617.4 mouse cells, GR-EGFP nuclear translocation imaging; test concentration mostly 20 µM; stimulated with dexamethasone, 1 µM; stronger effect = lower value; z-score, hits read low; actives 0.47% (n = 220,000);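 active = plate z-score of nuclear minus cytoplasmic receptor signal below a set negative limit, without overly bright fluorescence or cell loss, cut at about -3.5 in these data, passing the limit was not always enough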;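 also: z-score of nuclear minus cytoplasmic ring GR-EGFP intensity difference per well; some compounds called inactive have numbers as strong as hits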
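Buffer or medium: tet-free, stripped-serum medium; Also added: dexamethasone, 1.0 µM final; Technique: high-content fluorescence imaging after fixation; Times: 48 h induction, 1 h compound, 30 min dex at 37 °C; Read-out: per-cell GR-EGFP intensity, nucleus versus surrounding cytoplasmic ring, well-averaged.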
MT stabilizer: microtubule stabilization, imaging screen; HeLa tubulin immunostaining HCS, 24 h; share of cells brighter than vehicle mean+2SD; % tubulin-high responders, % at 10 µM; actives 0.83% (n = 200,000); AID 2205;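 active = plate Z-score above 3 for both tubulin-high and condensed-nucleus cell shares, with cell loss under 80%, at 10 µM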;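 also: anti alpha tubulin signal scored within the nucleus-defined area of each cell; some results filed as inactive read as strong as hits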
b-catenin transl: modulators of beta-catenin nuclear translocation. actives 0.3% (n = 190,000). nuclear translocation activity, % at 5 µM. HeLa beta-catenin nuclear translocation, immunofluorescence imaging;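 active = nuclear translocation activity above 50% at 5 µM, with a well cell count of 50 or more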;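 also: per-cell ratio of nuclear to cytoplasmic median beta-catenin stain intensity; plate controls were DMSO negative control for no effect and GSK-3 inhibitor IX positive control for full effect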
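Test system: human HeLa cells, native beta-catenin. Compound dosing: 5 µM primary single dose, 0.1% DMSO, 0.02–20 µM confirmation series. Incubation: compound exposure 24 h at 37°C. Detection: beta-catenin immunostaining with DAPI counterstain, 20x imaging, 6 fields/well. Read-out basis: Nuclear/cytoplasmic beta-catenin signal ratio, % activation.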
NOD1 inhibition: NOD1 signaling inhibitors, primary screen, cell-based, luminescence, uHTS (AID 1578) | NOD1-driven NF-kB luciferase reporter cells, luminescence; higher % means a stronger effect | inhibition, % at 4 µM, or EC50 in µM where a hit was titrated | actives 1% (n = 290,000); in the data active = inhibition mostly above about 36%, no sharp cut-off; inactive = mostly below about 34%;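 also: HEK-293T reporter cells stimulated with the NOD1 agonist gamma-tri-DAP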
Dynein cargo inh cytoplasmic EGFP: recorded beside Dynein cargo inh, whose call it bears; z-score; measured here: cytoplasmic GR-EGFP intensity; stronger effect = higher value
Dynein cargo inh nuclear GR-EGFP: further read-out of Dynein cargo inh, marked with its call; z-score; measured here: nuclear GR-EGFP intensity;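 lower value marks the stronger effect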
Dynein cargo inh cell count: further read-out of Dynein cargo inh, marked with its call; z-score; measured here: cell count per field
Ins promoter up cell count: recorded beside Ins promoter up, whose call it bears; cell count; measured here: cytotoxicity, nuclei count;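 total cells summed across four imaged fields per well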
b-catenin transl cell count 5 µM: recorded beside b-catenin transl, whose call it bears; cell count; measured here: cell count, cytotoxicity flag
MT stabilizer Hoechst-high %: also measured in MT stabilizer; calls as there; % Hoechst-high responders; measured here: nuclear condensation Hoechst responders;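 share of cells brighter than vehicle mean plus two SD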
MT stabilizer cytotoxicity %: recorded beside MT stabilizer, whose call it bears; toxicity, %; measured here: cytotoxicity by cell density;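 0% = mean cell density of plate MIN control wells and 100% = no cells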
Autophagy HCS cell loss 18 h: recorded beside Autophagy HCS, whose call it bears; toxicity, %; measured here: cell loss, nuclei count;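 cell loss after 18 h compound exposure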
Active calls of the source: *; i = inactive; x = no result given. This is a subset; count on the stated rates, not on these rows.

SMILES	Yfh1-off respiration	HEK293 NOD2/NF-kB	Autophagy HCS	Autophagy HCS cell loss 18 h	Ins promoter up	Ins promoter up cell count	P. falciparum M17LAP	Dynein cargo inh	Dynein cargo inh cytoplasmic EGFP	Dynein cargo inh nuclear GR-EGFP	Dynein cargo inh cell count	MT stabilizer	MT stabilizer Hoechst-high %	MT stabilizer cytotoxicity %	b-catenin transl	b-catenin transl cell count 5 µM	NOD1 inhibition
CCn1c(SCC(=O)NC(C)(C)C)nnc1-c1ccncc1	i	13.1%	i	18.0	0.42	1320	0.4%	0.143	-0.272	0.0804	0.392	2.6	2.1	6.4	1.0	1507	-18.4%
COc1ccc(NC2=CC(c3ccc(OC)cc3)N(c3ccc(OC)cc3)C2=O)cc1 (stereo not given)	i	15.4%	i	15.2	-0.23	1359	-3.8%	0.288	-0.274	0.41	0.248	1.6	3.1	2.2	1.1	1507	-2.8%
O=C(COc1ccc(S(=O)(=O)N2CCCC2)cc1Cl)NC1CCCC1	i	-6.5%	i	-17.2	x	x	8.6%	-0.374	-0.248	0.00157	1.06	2.4	1.7	7.3	-0.1	1075	20.5%
COc1ccc(CCNC(=O)CCCCn2c(=O)[nH]c3ccccc3c2=O)cc1OC	i	15.1%	i	6.8	0.37	1485	-15.2%	0.0817	-0.172	0.243	-0.869	3.8	3.6	7.1	-3.0	947	-7.9%
COc1cc(/C=N/N=C2/NC(=O)C(CC(=O)O)S2)ccc1OCc1ccc(Cl)cc1 (stereo not given)	i	13.5%	i	-6.4	-0.79	1444	23.2%	0.635	-0.231	0.505	-0.748	4.4	3.2	3.8	-1.4	1119	-14.7%
CC(=O)c1ccc(Oc2cc(C(F)(F)F)cnc2C(N)=O)cc1	i	11.5%	i	-0.3	0.47	1290	-4.1%	-0.061	-0.206	-0.0946	0.383	1.8	1.8	8.3	-0.2	1126	3.5%
CCN(CC)C(=O)C1CCCN(c2ccc([N+](=O)[O-])cc2/C=N/NC(=O)c2cccc(O)c2)C1 (stereo not given)	i	-1.7%	i	4.4	0.83	938	3.3%	-0.15	-0.338	0.268	0.857	1.4	1.5	8.7	-7.0	1043	-7.2%
CNC(=O)C1CC(=O)N/C(=N/N=C(\C)c2cccs2)S1 (stereo not given)	i	13.8%	i	3.9	3.72*	1681*	29.1%	3.54	-0.0317	2.22	-1.28	3.5	1.6	8.4	-0.1	1282	4.9%
COc1cccc(N2CCN(Cc3nnnn3C3CCCCC3)CC2)c1	i	11.5%	i	6.4	-0.94	1478	-1.7%	-0.983	-0.187	-0.363	0.362	3.8	1.6	5.9	0.9	931	-17.4%
Cc1cc(N2CCOCC2)nc2cc(O)ccc12	i	5.2%	i	-1.2	-0.08	1237	-101.7%	0.106	-0.236	0.247	0.383	2.7	2.0	8.9	-3.9	1127	-33.4%
O=C(CCn1nc(-c2ccccc2)ccc1=O)N1CCCC1	x	15.2%	i	0.1	-0.11	1245	13.7%	-0.727	-0.25	-0.499	0.469	4.2	2.4	0.5	x	x	-16.8%
CCCCNC(=O)C1CCCN1S(=O)(=O)c1cccc2nsnc12 (stereo not given)	i	-18.5%	x	x	1.94	929	5.3%	1.37	-0.143	1.35	-1.79	x	x	x	0.4	1349	8.0%
COc1cccc(-c2nn(-c3ccccc3)cc2/C=C\C(=O)c2cccs2)c1	i	-17.5%	i	4.2	x	x	-8.7%	3.71	-0.104	1.46	-2.17	0.8	6.7	8.3	x	x	35.1%
Cc1ccc(C)c(N2CCN(C(=O)Cc3cn(C)c4ccccc34)CC2)c1	i	-3.9%	i	-22.9	-0.81	1420	1.1%	-0.764	-0.182	0.44	0.79	2.2	2.3	7.1	-2.5	963	-18.9%
COc1cc(/C=C(\C#N)c2nc3c(s2)CC(C)CC3)ccc1O (stereo not given)	i	-61.7%	i	1.4	0.37	1505	-0.1%	0.0313	2.71	-0.0903	0.102	1.9	2.1	0.5	2.5	1444	8.0%
CCC(C)(C)n1nnnc1CN(Cc1cccs1)Cc1cc2cc(OC)ccc2[nH]c1=O	i	1.1%	x	x	-2.13	1218	7.5%	x	x	x	x	x	x	x	-2.3	953	-18.4%
Cc1c(C(=O)N2CCOCC2)[nH]c2c1C(=O)CC(c1ccc(Cl)cc1)C2 (stereo not given)	i	11.7%	i	-9.3	-0.09	1606	1.7%	-0.663	-0.199	-0.264	0.643	3.0	2.3	10.9	1.5	1316	6.6%
Cc1c(C)n(CCC#N)c2ccc(Cl)cc12	i	0.1%	i	-2.6	-2.72	580	-7.4%	-0.344	-0.183	-0.248	0.00871	6.7	3.0	4.6	-2.9	539	-2.9%
Cc1nonc1C1CCCN1Cc1cn[nH]c1-c1ccc(-c2ccccc2)cc1 (stereo not given)	i	-10.1%	i	4.1	1.25	1301	-0.3%	-0.935	-0.32	-0.393	0.744	2.3	2.1	2.0	1.6	864	-8.4%
Cn1c(-c2ccc(F)cc2)cnc1NCc1cc2c(cc1[N+](=O)[O-])OCO2	i	-16.1%	i	0.1	-0.56	1268	7.4%	0.161	-0.235	0.35	-0.451	2.0	2.1	6.5	0.4	1051	15.4%
Cc1cc(C(=O)CSc2cccc[n+]2[O-])c(C)n1-c1ccccc1	i	-74.6%	i	24.2	-0.22	1642	4.7%	0.0938	-0.121	0.509	-0.566	1.5	1.8	5.9	1.4	915	-16.6%
COc1cc(C(=O)Nc2ccc(C(N)=O)cc2)c([N+](=O)[O-])cc1OC	i	11.2%	i	-27.2	x	x	1.2%	0.63	-0.222	0.238	0.482	2.9	1.6	3.1	0.8	1074	-15.7%
Cc1ccc(NC(=S)/C(=C(\[O-])c2ccc(Cl)s2)[n+]2cccc(CO)c2)cc1C	i	-48.5%	i	1.9	-0.46	1565	-3.5%	-1.7	-0.119	-0.855	1.31	3.9	2.2	7.5	-1.5	959	20.3%
O=C(COC(=O)c1ccc(S(=O)(=O)NCc2ccco2)cc1)NC1CCCCCC1	i	-7.4%	i	-0.7	0.09	961	6.3%	-0.692	-0.155	-0.0699	0.774	1.1	1.4	8.0	-5.9	1032	-0.6%
COc1ccc(C(=O)C2CCCN(Cc3nc4ccccc4nc3C)C2)cc1OC (stereo not given)	i	-8.3%	i	4.2	-0.14	1376	-2.2%	0.356	-0.3	0.105	0.534	1.8	2.4	5.7	-2.4	1140	-16.4%
CCCc1nnc(NC(=O)CNc2ccc(F)cc2)s1	i	12.3%	i	24.2	0.26	1063	18.7%	1.69	0.376	1.08	-1.08	5.0	3.2	14.7	-2.5	1186	-23.0%
Cc1ccc2c(CC(=O)N3CCN(c4ccccc4)CC3)coc2c1	i	-9.3%	i	4.7	1.9	1138	-0.9%	-0.247	-0.326	-0.193	0.169	3.7	3.1	7.2	3.4	1033	-18.4%
CC1(C)C(=O)OC(C(=O)c2ccccc2)C(C)(C)C1=O (stereo not given)	i	10.4%	i	-3.6	0.02	1105	0.2%	-1.17	-0.242	-0.631	0.809	2.1	1.5	5.0	-4.4	937	12.6%
c1ccc(CNc2nc(CN3CCOCC3)nc3scc(-c4ccccc4)c23)cc1	i	8.5%	i	14.9	-0.31	1156	-11.4%	-0.909	-0.271	-0.86	1.09	1.4	2.4	5.5	1.6	910	33.9%
O=C(CCN1C(=O)C2C3C=CC(C3)C2C1=O)N1CCCCC1 (stereo not given)	i	-2.7%	i	-3.3	-0.02	1558	-5.0%	0.443	-0.299	0.631	-0.9	5.5	3.6	5.4	-4.1	1089	-46.1%
CCOc1ccc(-c2n[nH]c(C)c2-c2ccccn2)c(O)c1	i	17.9%	i	2.6	1.04	1339	10.4%	1.81	-0.276	1.06	-1.73	4.6	3.0	5.0	-3.7	1101	-15.8%
COC(=O)CS(=O)(=O)c1cc([N+](=O)[O-])ccc1NC(=O)OC	i	-6.6%	i	1.9	-0.1	1261	11.0%	-0.257	-0.324	-0.11	0.221	1.7	1.8	3.0	-0.5	1065	-10.6%
O=C(CCCO)CCCCCCCCC[C@H]1N[C@H](CO)[C@@H](O)[C@@H]1O	i	-1.0%	i	-4.8	0.68	1333	-5.1%	-0.176	-0.181	0.223	0.46	3.1	2.5	11.8	x	x	-14.1%
Cc1cc(F)ccc1S(=O)(=O)Nc1ncnc2scc(-c3ccc(F)cc3)c12	i	31.6%	i	3.3	0.04	1327	11.5%	0.454	-0.187	-0.196	0.481	2.7	3.1	0.1	x	x	23.0%
CCc1ccc(CC2S/C(=C(\C#N)C(C)=O)NC2=O)cc1 (stereo not given)	i	-40.7%	i	-27.5	1.08	1396	34.0%	-0.564	-0.179	0.547	0.277	1.8	1.0	0.4	0.0	723	21.1%
Cc1cc(C)cc(OCc2nc(-c3cccnc3)no2)c1	i	14.6%	i	3.4	-1.21	1727	-15.8%	0.403	-0.281	0.387	-0.298	2.3	2.4	9.2	0.2	1558	-42.6%
CC(C)NC(=O)NC(=O)CSc1ccccc1F	i	-17.6%	i	1.1	1.19	1602	-5.5%	-0.898	-0.195	-0.448	0.0854	5.8	1.9	10.3	-1.3	1068	-28.4%
CCOC(=O)Cn1cc([N+](=O)[O-])c(OC)n1	i	8.1%	i	8.8	-0.09	865	15.7%	1.27	0.191	0.664	-0.29	2.2	1.9	7.7	-2.6	1227	-15.7%
O=S(=O)(Nc1ccc(N2CCCCC2)cc1)c1ccccc1	i	-3.7%	i	-2.9	0.2	1299	11.0%	-0.203	-0.309	-0.332	0.58	2.6	3.3	7.9	-1.6	1096	32.6%
